Bioassay records as filed in PubChem BioAssay.
Exocytosis inh: blocks lytic granule exocytosis | TALL-104 LAMP-1 surface exposure, flow cytometry; cells stimulated with thapsigargin and PMA | inhibition, % at 10 µM | 0.66% of 360,000 active;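 active = inhibition above about 55%, limit read from the data; inconclusive = no clear call, values can overlap the other calls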
NR2E3 ag-1: NR2E3 (human) agonism. inhibition of corepressor binding, % at 4.78 µM. 0.12% of 320,000 active. AID 2300. GST-NR2E3/biotin-RetCOR TR-FRET, 1536-well;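 active = percent inhibition above the cutoff of mean plus 3 SD of all tested compounds, set per screening campaign, cut at about 20% in these data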;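 also: 0% = DMSO wells and 100% = biotin wells as full block of FRET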
Target sequence (Q9Y5X4 whole entry, looked up): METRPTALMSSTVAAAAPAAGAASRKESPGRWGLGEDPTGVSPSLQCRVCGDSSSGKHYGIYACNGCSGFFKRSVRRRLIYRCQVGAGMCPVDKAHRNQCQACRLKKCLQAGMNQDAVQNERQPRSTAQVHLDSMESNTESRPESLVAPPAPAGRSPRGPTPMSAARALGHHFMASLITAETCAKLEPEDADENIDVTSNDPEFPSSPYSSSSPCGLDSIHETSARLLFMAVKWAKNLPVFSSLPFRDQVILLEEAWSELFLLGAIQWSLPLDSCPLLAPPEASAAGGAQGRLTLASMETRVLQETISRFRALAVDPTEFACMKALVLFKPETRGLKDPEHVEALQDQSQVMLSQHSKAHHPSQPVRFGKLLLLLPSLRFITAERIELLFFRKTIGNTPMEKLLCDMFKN
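Assay system: NR2E3–RetCOR corepressor complex. Quantity: 1.35 nM GST-NR2E3. Buffer or medium: pH 7.5 Tris-based buffer. Reagent: biotinylated RetCOR corepressor at 7 nM final. Schedule: 5 h at 4 °C. Detection: TR-FRET, emission read at 617 and 671 nm. Replicates: one well per compound, singlicate testing.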
MITF TRPM1 inh: MITF TRPM1 promoter inhibition in SK-MEL-5 cells; SK-MEL-5 TRPM1 promoter luciferase, 24 h; inhibition, % at 12.5 µM; 0.83% of 330,000 active; AID 488899;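 active = mean inhibition across replicates of 60% or more, whatever share of single replicates reaches that level; inconclusive = some that reach 60%, reason not given; inactive = mean inhibition across replicates below 60%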; also: values of inactives mirror those of a sister screen read the other way
Vif inh: inhibitors of HIV Vif. HEK293T cells, Vif self-association by quenched fluorescence, imaging, 24 h. inhibition, % at 7.49 µM. 0.35% of 340,000 active. AID 602346; in the data active = inhibition above about 50%, passing the limit was not always enough; inconclusive = no clear call, values can overlap the other calls; inactive = below about 31%; also: some results filed as inactive read as strong as hits
CaV13 ICDI inh: Disruptors of the CACNA1D IQ motif to Ca2+-dependent inactivation inhibitor domain association, primary screening, Förster resonance energy transfer in intact living …; HEK cells, CFP/YFP FRET ICDI-IQ, plate reader, 10 min; percent FRET-ratio fall versus neutral wells; inhibition, % at 12.3 µM; 0.098% of 340,000 active;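 active = mean replicate inhibition of at least 30% and at least 1% of replicates passing that level; inconclusive = only one of the two criteria is met; inactive = neither criterion is met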;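 also: 0% = median of the neutral control wells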
Peg3 promoter: Peg3 promoter activity inhibition. 1.7% of 360,000 active. AID 588405. HeLa PEG-Prom luciferase reporter, luminescence, overnight. inhibition, % at 20 µM;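 active = inhibition of at least 50% at 20 µM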
NR2E3 ag-2: activates human NR2E3 receptor; Q9Y5X4; CHO-S Gal4-NCOR/VP16-NR2E3 two-hybrid, luciferase; AID 602229; 0.35% of 360,000 active; inhibition of corepressor binding, % at 3.98 µM;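 active = inhibition above the mean of all tested compounds plus 3 SD, cut at about 70% in these data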;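 also: 0% = DMSO with NR2E3 transfected cells and 100% = cells lacking NR2E3 construct; higher means lower luciferase signal from less NR2E3 corepressor binding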
aDG glyco up: increases alpha dystroglycan glycosylation; Pro5-aDG cells, alpha-DG glycosylation AlphaScreen (IIH6); 0% Pro5, 100% B10-LARGE cell signal; activation, % at 10 µM; 0.22% of 360,000 active; AID 624168;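 active = activation of at least 8% versus controls, or a plate z-score of at least 8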;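 also: Pro5 are CHO cells carrying HIG-tagged alpha-DG that lacks glycosylation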
iPSC survival up: hiPSC single-cell survival enhancement | 0.044% of 360,000 active | AID 602274 | survival enhancement, % at 20 µM | ATPlite luminescence; 100% = ROCK inhibitor wells, 0% = DMSO; in the data active = survival enhancement above about 18%;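 also: cells exposed to compounds for 16 hours before the ATP read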
HIF-2a inh: blocks HIF-2a reporter activity | 786-0 RCC cells HIF-2a reporter, luciferase luminescence, overnight | inhibition, % at 18.8 µM | 0.72% of 360,000 active | AID 624352;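 active = inhibition of the luminescence signal of 40% or more relative to plate controls, in a single-dose primary screen at 18.75 µM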
PDI inh: blocks human protein disulfide isomerase activity. P07237. PDI insulin aggregation turbidity, A650, 90 min. inhibition, % at 10 µM. 0.052% of 350,000 active. AID 588391;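 active = mean inhibition across replicates of 30% or more, whatever share of single replicates reach that level; inconclusive = mean inhibition below 30% while every single replicate reaches 30%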;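 also: absorbance from insulin aggregation driven by PDI reduction with DTT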
Target sequence (P07237 whole entry, looked up): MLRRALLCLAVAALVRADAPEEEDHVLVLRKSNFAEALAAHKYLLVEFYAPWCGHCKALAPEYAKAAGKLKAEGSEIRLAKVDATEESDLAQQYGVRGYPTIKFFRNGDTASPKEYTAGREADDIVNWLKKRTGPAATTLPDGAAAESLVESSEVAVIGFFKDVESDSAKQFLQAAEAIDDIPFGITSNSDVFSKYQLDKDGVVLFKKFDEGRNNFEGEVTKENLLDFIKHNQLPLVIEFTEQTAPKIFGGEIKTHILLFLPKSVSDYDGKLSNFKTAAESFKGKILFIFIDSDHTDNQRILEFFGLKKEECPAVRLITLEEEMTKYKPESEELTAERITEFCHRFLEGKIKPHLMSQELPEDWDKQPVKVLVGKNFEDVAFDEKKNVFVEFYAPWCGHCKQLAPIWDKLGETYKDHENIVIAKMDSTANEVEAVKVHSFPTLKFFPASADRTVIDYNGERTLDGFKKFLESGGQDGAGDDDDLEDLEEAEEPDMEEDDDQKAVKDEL
* = called active by the depositor; ? = inconclusive; . = no result given.

The first 13 entries as a preview:
#	SMILES	Exocytosis inh	NR2E3 ag-1	MITF TRPM1 inh	Vif inh	CaV13 ICDI inh	Peg3 promoter	NR2E3 ag-2	aDG glyco up	iPSC survival up	HIF-2a inh	PDI inh
1	CCOc1ccccc1C(=O)Nc1nn[nH]n1	-2	-1	3	-6	3	-3	-11	0.2	0.0	15	-20
2	COc1ccc(-c2cc(C(=O)Nc3cccc(C(C)=O)c3)no2)cc1	0	-1	-60	10	-6	-61	-1	0.1	-1.2	-111	-8
3	O=C(COC(=O)c1ccc(S(=O)(=O)N2CCCC2)cc1)Nc1cccc(Cl)c1	2	2	8	-4	-3	13	-16	-0.4	-0.2	0	-12
4	CCCS(=O)(=O)N1CCCC(C(=O)N2CCN(c3ccccn3)CC2)C1 (stereo not given)	0	4	2	.	-4	10	-16	0.1	1.0	14	-10
5	CCc1cc(-c2n[nH]c(C)c2Oc2ccc(C(C)C)cc2)c(O)cc1O	3	0	5	0	-3	22	8	-0.1	-4.1	9	-6
6	Cc1cc(-c2nc(C)c(C(=O)NNC(=O)NC(C)C)s2)no1	3	0	4	-1	-4	2	-10	0.0	-0.6	11	7
7	Cc1c(-c2ccccc2)nc2ccccc2c1C(=O)Nc1ccncc1	3	1	-2	-3	-7	-1	10	0.1	0.4	-10	-14
8	O=C(CN1C(=O)S/C(=C\c2ccccc2)C1=O)Nc1cc([N+](=O)[O-])ccc1O	-12	0	-11	-2	-20	-21	6	0.0	1.4	-10	-2
9	O=C(COC(=O)CCc1nc2ccccc2n1-c1ccccc1)Nc1ccc(N2CCCCC2)cc1	0	-2	-10	5	-8	-2	-9	-0.1	-0.6	-26	-7
10	CCOc1ccc2nc(SCC(=O)c3ccc(O)cc3O)sc2c1	-12	2	-25	-5	-3	-72	-80	-0.1	-0.5	-63	-7
11	CSCCC(NC(=O)OCc1ccccc1)C(=O)NCc1cccnc1 (stereo not given)	3	.	-3	8	-2	-2	-25	-0.2	-0.4	12	1
12	Cc1cc(NC(=O)c2ccccc2)nc(C)n1	-4	1	0	-4	5	-12	10	-0.1	0.4	-23	5
13	CCN(Cc1ccccc1)c1ccc(/C=N/NS(=O)(=O)c2cccc([N+](=O)[O-])c2)cc1	4	-2	-1	1	-5	25	1	0.4	-1.4	9	2

This part in full, from the start:
#	SMILES	Exocytosis inh	NR2E3 ag-1	MITF TRPM1 inh	Vif inh	CaV13 ICDI inh	Peg3 promoter	NR2E3 ag-2	aDG glyco up	iPSC survival up	HIF-2a inh	PDI inh
1	CCOc1ccccc1C(=O)Nc1nn[nH]n1	-2	-1	3	-6	3	-3	-11	0.2	0.0	15	-20
2	COc1ccc(-c2cc(C(=O)Nc3cccc(C(C)=O)c3)no2)cc1	0	-1	-60	10	-6	-61	-1	0.1	-1.2	-111	-8
3	O=C(COC(=O)c1ccc(S(=O)(=O)N2CCCC2)cc1)Nc1cccc(Cl)c1	2	2	8	-4	-3	13	-16	-0.4	-0.2	0	-12
4	CCCS(=O)(=O)N1CCCC(C(=O)N2CCN(c3ccccn3)CC2)C1 (stereo not given)	0	4	2	.	-4	10	-16	0.1	1.0	14	-10
5	CCc1cc(-c2n[nH]c(C)c2Oc2ccc(C(C)C)cc2)c(O)cc1O	3	0	5	0	-3	22	8	-0.1	-4.1	9	-6
6	Cc1cc(-c2nc(C)c(C(=O)NNC(=O)NC(C)C)s2)no1	3	0	4	-1	-4	2	-10	0.0	-0.6	11	7
7	Cc1c(-c2ccccc2)nc2ccccc2c1C(=O)Nc1ccncc1	3	1	-2	-3	-7	-1	10	0.1	0.4	-10	-14
8	O=C(CN1C(=O)S/C(=C\c2ccccc2)C1=O)Nc1cc([N+](=O)[O-])ccc1O	-12	0	-11	-2	-20	-21	6	0.0	1.4	-10	-2
9	O=C(COC(=O)CCc1nc2ccccc2n1-c1ccccc1)Nc1ccc(N2CCCCC2)cc1	0	-2	-10	5	-8	-2	-9	-0.1	-0.6	-26	-7
10	CCOc1ccc2nc(SCC(=O)c3ccc(O)cc3O)sc2c1	-12	2	-25	-5	-3	-72	-80	-0.1	-0.5	-63	-7
11	CSCCC(NC(=O)OCc1ccccc1)C(=O)NCc1cccnc1 (stereo not given)	3	.	-3	8	-2	-2	-25	-0.2	-0.4	12	1
12	Cc1cc(NC(=O)c2ccccc2)nc(C)n1	-4	1	0	-4	5	-12	10	-0.1	0.4	-23	5
13	CCN(Cc1ccccc1)c1ccc(/C=N/NS(=O)(=O)c2cccc([N+](=O)[O-])c2)cc1	4	-2	-1	1	-5	25	1	0.4	-1.4	9	2
14	CCOc1ccc(NC(=O)N2CCN(c3nc4ccccc4s3)CC2)cc1	0	0	4	-19	-5	7	-3	-0.3	-3.1	-1	7
15	Cc1cc(Nc2ccccc2Cl)nc(-c2ccccc2O)n1	16	-2	17	1	-4	1	-29	0.0	0.4	3	13
16	CC(CCc1ccccc1)NC(=O)Cc1ccc(Br)cc1 (stereo not given)	37	2	-3	-10	-4	10	1	0.0	-0.2	8	12
17	C=CCNC(=O)c1cc(-c2ccc3c(c2)OCO3)on1	0	1	-45	1	-4	-189	-114	-0.1	-0.8	-48	-3
18	COc1cc(/C=C/c2ccc3cccc(O)c3n2)cc(OC)c1OC	7	-1	78*	.	-5	95*	-103	-0.3	-0.4	-60	-6
19	Cc1ccc(OCCCC(=O)Nc2nncs2)cc1	0	0	-13	?	-5	-1	-5	0.6	-0.1	-9	-8
20	CCN(C(=O)C(C)Cl)c1ccccc1 (stereo not given)	-12	5	-13	26	-4	4	3	-0.2	0.1	17	-2
21	COc1ccc(Cl)cc1/C=N/NC(=O)c1c(-c2ccccc2)noc1C	-2	.	6	-11	-3	19	-41	0.5	0.0	17	-28
22	Cc1ccc(C)c(NC(=O)COC(=O)COc2cccc3c2OC(C)(C)C3)c1	8	4	8	-1	-16	5	-12	0.1	1.5	12	0
23	O=C(COC(=O)c1cc([N+](=O)[O-])ccc1N1CCOCC1)NCCc1ccccc1	2	-2	-10	-1	.	8	-21	0.1	-0.3	12	1
24	Cc1cccc(C2CC(c3ccccc3)=NN2c2ccc(S(N)(=O)=O)cc2)c1 (stereo not given)	3	.	.	.	-6	11	-17	0.6	-2.1	-18	-2
25	Cc1cc(C(=O)Cn2nc(C(=O)O)c3ccccc3c2=O)c(C)n1CCc1ccc(F)cc1	-2	4	-6	4	-2	4	7	0.1	0.7	-9	1
26	CCn1c(=O)c(C(=O)CN2CCN(S(=O)(=O)c3ccccc3)CC2)c(N)n(Cc2ccccc2)c1=O	2	-2	9	-2	-5	26	-34	0.7	0.6	23	1
27	O=C(CSc1nncn1-c1ccccc1)Nc1cc(F)ccc1F	23	-1	-17	5	-2	-15	3	0.0	-0.4	-23	1
28	Cc1cc2cc(CNC(=S)Nc3ccc(OC(F)(F)F)cc3)ccc2n1C	0	0	8	-1	-5	-4	-24	-0.3	-0.7	8	-76
29	O=C(COc1ccc(Cl)cc1)N(Cc1cccs1)C1CCS(=O)(=O)C1 (stereo not given)	-2	-1	-4	5	-4	8	15	0.6	-3.7	8	.
30	COc1ccc(NS(=O)(=O)c2ccc3c(c2)CCCN3C(C)=O)cc1	1	-3	13	-9	-3	9	-9	0.3	-0.5	1	9
31	COc1ccc(OCCSc2nc3ccccc3n2CCC(=O)O)cc1	-1	0	-15	?	3	4	6	-0.1	0.4	9	-3
32	CC(C)(C)c1ccc(COc2ccsc2C(=O)O)cc1	-1	5	-22	1	-11	-85	-31	0.0	2.3	-119	16
33	O=C(C[n+]1ccccc1)N/N=C/c1cc(Br)ccc1O	-3	-2	-19	2	-4	10	-5	1.4	-0.3	22	4
34	Cc1nnsc1C(=O)N1CCCC(C(=O)c2ccc(C(F)(F)F)cc2)C1 (stereo not given)	-2	-4	17	0	-2	9	-7	0.3	-0.7	6	-3
35	Cc1nnc(SC(C)C(=O)NC2CCCCC2C)n1N (stereo not given)	-2	5	-5	-1	-17	-3	-18	-0.2	-0.1	12	9
36	COC(=O)c1sccc1NC(=O)Nc1cccc(C)c1	0	-2	-18	6	-2	-19	-74	-0.1	-3.4	-85	-6
37	COC(=O)CSc1nnc(-c2c[nH]c3ccccc23)o1	40	-4	0	3	-20	16	-15	0.0	-0.5	27	3
38	Oc1ccccc1-c1cc(-c2cccc(F)c2)n[nH]1	3	-3	-21	-6	-8	-272	-120	0.1	-1.6	-240	1
39	COc1ccc(-c2c(C)oc3cc(O)cc(O)c3c2=O)cc1OC	5	5	5	.	-6	-10	-13	0.2	0.1	-6	29
40	CCCN(CCC)C1Sc2ccc(C(=O)OC)cc2NC1=O (stereo not given)	2	4	1	7	-8	39	2	-0.1	-0.2	-2	4
41	O=C(Cn1cnc2c(cnn2-c2ccc(F)cc2)c1=O)NCC1CCCO1 (stereo not given)	-6	4	1	0	.	15	-22	-0.1	-1.1	18	0
42	Cc1ccc(Sc2ncccc2C(=O)NCc2cc([N+](=O)[O-])ccc2O)cc1C	3	.	-2	-8	.	27	-19	0.1	-0.3	12	-1
43	CC(=O)c1cccc(NC(=O)CN(C)S(=O)(=O)c2cccc3nsnc23)c1	-2	7	-6	0	-2	9	-9	-0.5	-0.3	2	10
44	O=C(Cc1ccccc1)Nc1cccc(-c2nnc(-c3ccco3)o2)c1	1	3	-15	-2	0	-35	-64	0.4	-0.5	-78	10
45	COc1cc(CNCc2ccncc2)cc(Br)c1OCc1ccccc1F	7	6	20	-23	-7	-1	30	1.8	-1.3	0	0
46	Cc1ccc2c(C)c(C(=O)NCCN3CCOC3=O)oc2c1C	14	1	6	-12	-10	-12	6	0.0	0.0	-29	10
47	O=C(Nc1cccc(S(=O)(=O)N2CCCCCC2)c1)C1CCN(C(=O)c2ccc(F)cc2)CC1	6	2	22	-21	-15	-9	26	0.6	0.0	-3	-3
48	CCCCN(C)C(=O)CNC(=O)c1nn(-c2ccc(OC)cc2OC)c(=O)c2ccccc12	-17	1	13	-9	-3	6	-14	0.0	0.1	13	5
49	Cc1ccc(Nc2nc(N)nc(CN3CCCCCC3)n2)cc1	1	0	-1	16	-6	-7	-16	-0.1	1.0	-9	6
50	Cc1cc(C(=O)Nc2ccccc2Cl)n(-c2ccccc2)n1	-6	1	15	-3	-4	1	3	0.0	-0.2	0	-4
51	Cc1nc(NCCN)c(C#N)c2c1COC(C)(C)C2	-3	-3	-1	-6	0	5	-21	0.9	-1.8	6	-1
